High-throughput results (PubChem BioAssay)
Growth percent in the NCI-60 one-dose screen (48 h, 10 µM unless noted): 100 = growth as untreated, 0 = no growth, -100 = all killed.
MDA-MB-435 – MDA-MB-435 melanoma; 82,000 compounds, 7.8% hits
SR – SR leukemia cells; 73,000 compounds, 8.7% hits
MOLT-4 – MOLT-4 leukemia cells; 80,000 compounds, 6.9% hits
K-562 – K-562 leukemia. 78,000 compounds, 7.4% hits
CCRF-CEM – CCRF-CEM leukemia. AID 1794778. 77,000 compounds, 7% hits
MDA-MB-468 – MDA-MB-468 breast cancer; 78,000 compounds, 8.5% hits
MDA-MB-231 – MDA-MB-231 breast cancer; 81,000 compounds, 5% hits; AID 1794789
RPMI-8226 – RPMI-8226 leukemia cells; AID 1794781; 77,000 compounds, 7.5% hits
Numbers without * were called inactive; . = not tested or not shown. The calls were made as follows: active = growth percent below 10; inactive = the rest.

SMILES	MDA-MB-435	SR	MOLT-4	K-562	CCRF-CEM	MDA-MB-468	MDA-MB-231	RPMI-8226
O=C1C=Cc2ccccc2/C1=C/c1[nH]c(=O)[nH]c1O	-6.0*	33	43	26	24	42	63	87
COc1cccc(-c2nn(-c3ccccc3)cc2-c2ccnc(NCCCN)c2)c1	-6.8*	-11*	23	17	29	17	34	44
O=P(O)(OCC(Br)CBr)OCC(Br)CBr (configuration not stated)	103	89	96	102	103	101	116	104
c1ccc(OCc2ccc(COc3ccccc3)cc2)cc1	109	107	109	102	108	105	100	110
CCOC(=O)c1c(N2CCOCC2)[nH]c(=O)c(C=Nc2ccccc2OC)c1O	97	98	86	111	82	111	109	84
O=S(=O)(NCCCNc1nccc(-n2ccc3cccnc32)n1)c1ccccc1	104	102	93	88	93	87	100	.
CCCSc1ccc(NC(=S)Nc2ccc(OCCC(C)C)cc2)cc1	98	.	82	116	94	.	102	110
CC(C)(CC(=O)c1ccccc1)CC(=O)c1ccccc1	107	96	96	94	99	103	96	103
C/C1=C\CC2CCC(C)(O)C(CCC3(C)OC3CC1)C2(C)C (configuration not stated)	106	69	95	84	165	.	103	96
Oc1ccccc1C=NCCSSCCN=Cc1ccccc1O	108	108	102	113	97	.	97	99
NCCC[C@H](N)CC(=O)NC1CNC(=O)[C@H]([C@H]2C[C@H](O)N=C(N)N2)NC(=O)/C(=C/NC(N)=O)NC(=O)[C@H](CO)NC(=O)[C@H](CO)NC1=O (some centres not stated)	105	101	98	.	104	100	102	109
COc1ccc(/C=C2\C(=O)N=C3N2N=Cc2ccccc2N3c2ccccc2)cc1	104	118	107	108	98	105	88	101
COC(=O)C1(C)CCC[C@]2(C)[C@H]3C[C@H]4C(C(C)C)=C[C@]3(CC[C@@H]12)[C@H]1[C@@H]4[C@@H](OCC#Cc2ccc([N+](=O)[O-])cc2)CC[C@@H]1OCC#Cc1ccc([N+](=O)[O-])cc1 (some centres not stated)	102	106	88	81	100	88	88	84
COC(=O)[C@@H]1Cc2c([nH]c3ccccc23)C(c2cccc(O)c2)N1 (some centres not stated)	107	122	108	116	113	106	81	104
O=C(Nc1ccccc1Cl)NN1CCCCCC1	101	99	78	98	88	101	93	110
COc1ccc2c(c1)C(C)Cc1c(Cl)nc(C)nc1N2C (configuration not stated)	-20*	15	20	12	15	26	19	29
CCOC(=O)CC(C)(C)C1CC1	107	92	91	90	97	102	108	101
O=C(O)CCCc1ccc(C2CCCC2)c2ccccc12	109	107	100	111	102	107	96	102
CCC[S@@](=O)c1ccc2nc(NC(=O)OC)[nH]c2c1	17	42	74	41	86	68	83	95
O=C(CO)Nc1ccccc1	99	100	108	110	104	92	111	102
CC(C)=CCc1c2c(c(O)c3c1O[C@]14C(=C[C@@H]5C[C@H]1C(C)(C)O[C@@]4(C/C=C(/C)C(=O)O)C5=O)C3=O)CC(O)C(C)(C)O2 (some centres not stated)	-16*	-5.3*	-7.1*	5.8*	5.7*	-56*	0.3*	-19*
Brc1ccc(N/N=C/c2c[nH]c3ccccc23)nc1	30	2.4*	18	12	6.6*	-36*	-26*	2.2*
O=C(NN1CCCCC1)c1ccccc1	107	92	91	96	95	108	100	114
COC(=O)Nc1ccc(-c2nc(-c3cccc(O)c3)c(-c3ccnc(Br)c3)[nH]2)cc1	.	33	21	28	23	26	57	.
CCC(=O)N1N=C(c2ccc(-n3ccc(C(F)(F)F)n3)c(C)c2)CC1c1ccc[nH]1 (configuration not stated)	96	81	76	81	93	99	102	69

Additional compounds follow.
SMILES	MDA-MB-435	SR	MOLT-4	K-562	CCRF-CEM	MDA-MB-468	MDA-MB-231	RPMI-8226
O=C(c1ccc(O)cc1)[C@@H]1[C@@H]2CCCN2[C@@]2(C(=O)N(C(=O)c3cccs3)c3ccccc32)[C@H]1c1ccc(F)cc1	100	95	92	96	99	96	95	102
COc1ccc(N)cc1C(=O)Nc1cccc(C2CC(=O)c3c(cc(OC)c(OC)c3OC)O2)c1 (configuration not stated)	77	37	38	46	43	57	56	40
CCC1=C(OS(C)(=O)=O)COC1=O	93	87	108	107	88	88	103	87
O=C(C[N+]12CN3CN(CN(C3)C1)C2)c1ccc2c(c1)CCCC2	101	101	105	95	100	97	89	101
O=S(=O)(c1ccccc1)c1ccc(Cl)cc1	100	99	106	99	101	100	92	100
O=C(O)c1cnc[nH]1	115	.	.	.	.	101	106	108
CCOC(=O)c1c(C)[nH]c(C=O)c1C	104	116	112	122	108	.	107	108
O=C(O)CCCCC(=O)Oc1ccccc1Cl	101	105	102	109	107	99	104	99
O=[N+]([O-])CC1(O)CCCCC1	127	108	106	119	114	116	107	109
O=C(N/N=C\c1ccc(Cl)c(Cl)c1)C(=O)N/N=C\c1ccc(Cl)c(Cl)c1	100	99	95	101	96	103	96	97
Cc1ccc2oc(=O)cc(-c3c4nc(c(-c5cc(=O)oc6ccc(C)cc56)c5ccc([nH]5)c(-c5cc(=O)oc6ccc(C)cc56)c5nc(c(-c6cc(=O)oc7ccc(C)cc67)c6ccc3[nH]6)C=C5)C=C4)c2c1	107	101	101	104	109	90	112	102
COc1ccc(-c2cc(-c3cc(OC)c(OC)c(OC)c3)nc(SCC(=O)Nc3ccc(Cl)cc3)n2)cc1OC	103	91	71	87	85	115	87	66
CCOc1cccc(NC2=C(Br)C(=O)C(C)=C(C)C2=O)c1	.	75	2.6*	0.4*	3.4*	-66*	34	.
Cc1cc(C(=O)Nc2ccc(SC#N)cc2)c(C)o1	103	5.4*	30	93	29	96	92	83
C=C(C)[C@@H]1CC[C@]2(C(=O)OC)CC[C@]3(C)[C@H](CC[C@@H]4[C@@]5(C)C/C(=C/NC(N)=S)C(=O)C(C)(C)[C@@H]5CC[C@]43C)[C@@H]12	94	82	70	74	85	103	99	70
CN(C)CCC(=O)/C=C/c1ccccc1	96	80	81	91	60	96	103	16
COc1ccc(-c2cnc3sc4c(-c5ccc(C)cc5)n[nH]c(=O)c4n23)cc1	109	97	95	93	99	98	106	102
Clc1ccc(-c2cc(-c3ccccc3)nc(Nc3nc4ccccc4[nH]3)n2)cc1	110	.	85	101	95	112	96	95
O=C(Nc1ccccc1)Nc1ncnc2c1ncn2-c1cccc(Cl)c1	100	88	92	97	95	109	106	99
CC(C)(C)c1cc(/C=N\NC(=O)/C=C/C=C/c2ccc3c(c2)OCO3)c(O)c(C(C)(C)C)c1	86	6.7*	75	60	56	71	79	81
c1ccc(CN(c2ccccc2)C2CCCCCCC2)cc1	112	93	99	102	100	115	99	90
COc1ccc(C(=O)c2cc(C(=O)/C=C/c3ccc(N(C)C)cc3)c3cc(C)ccn23)cc1	99	141	140	145	96	85	95	102
COC(=O)C1OC2(CCCCC2)OC1C(=O)OC (configuration not stated)	95	97	102	104	.	93	105	98
NS(=O)(=O)c1ccc(CN=C2NC(=O)S/C2=C\c2ccc(Br)cc2)cc1	101	119	99	102	95	97	101	100
Cc1cc2c(C(C)C)c(O)c(O)c(C=NCCS(=O)(=O)O)c2c(O)c1-c1c(C)cc2c(C(C)C)c(O)c(O)c(C=NCCS(=O)(=O)O)c2c1O	96	88	68	70	57	90	73	75

Ordered by SMILES length (smallest number first): 13 of the compounds above
SMILES	MDA-MB-435	SR	MOLT-4	K-562	CCRF-CEM	MDA-MB-468	MDA-MB-231	RPMI-8226
O=C(O)c1cnc[nH]1	115	.	.	.	.	101	106	108
O=C(O)CCCCC(=O)Oc1ccccc1Cl	101	105	102	109	107	99	104	99
O=S(=O)(c1ccccc1)c1ccc(Cl)cc1	100	99	106	99	101	100	92	100
Cc1cc(C(=O)Nc2ccc(SC#N)cc2)c(C)o1	103	5.4*	30	93	29	96	92	83
O=C(Nc1ccccc1)Nc1ncnc2c1ncn2-c1cccc(Cl)c1	100	88	92	97	95	109	106	99
O=C(C[N+]12CN3CN(CN(C3)C1)C2)c1ccc2c(c1)CCCC2	101	101	105	95	100	97	89	101
NS(=O)(=O)c1ccc(CN=C2NC(=O)S/C2=C\c2ccc(Br)cc2)cc1	101	119	99	102	95	97	101	100
Clc1ccc(-c2cc(-c3ccccc3)nc(Nc3nc4ccccc4[nH]3)n2)cc1	110	.	85	101	95	112	96	95
COc1ccc(N)cc1C(=O)Nc1cccc(C2CC(=O)c3c(cc(OC)c(OC)c3OC)O2)c1 (configuration not stated)	77	37	38	46	43	57	56	40
COc1ccc(C(=O)c2cc(C(=O)/C=C/c3ccc(N(C)C)cc3)c3cc(C)ccn23)cc1	99	141	140	145	96	85	95	102
CC(C)(C)c1cc(/C=N\NC(=O)/C=C/C=C/c2ccc3c(c2)OCO3)c(O)c(C(C)(C)C)c1	86	6.7*	75	60	56	71	79	81
COc1ccc(-c2cc(-c3cc(OC)c(OC)c(OC)c3)nc(SCC(=O)Nc3ccc(Cl)cc3)n2)cc1OC	103	91	71	87	85	115	87	66
C=C(C)[C@@H]1CC[C@]2(C(=O)OC)CC[C@]3(C)[C@H](CC[C@@H]4[C@@]5(C)C/C(=C/NC(N)=S)C(=O)C(C)(C)[C@@H]5CC[C@]43C)[C@@H]12	94	82	70	74	85	103	99	70

Other structures.
SMILES	MDA-MB-435	SR	MOLT-4	K-562	CCRF-CEM	MDA-MB-468	MDA-MB-231	RPMI-8226
CNCCCOc1c(Br)cc(CCNC(=O)/C(Cc2cc(Br)c(OC)c(Br)c2)=N/O)cc1Br	-60*	-57*	-17*	-51*	-9.2*	3.1*	-70*	-31*
Cc1nccc2c3ccc(OCc4cn(-c5ccccc5)nn4)cc3n(CCCc3ccccc3)c12	88	34	35	36	77	49	80	32
CCOC(=O)c1cn2ncnc(Oc3ccc(NC(=O)NC4CC4)c(F)c3)c2c1C	96	85	104	89	91	.	99	85
O=c1cc(-c2ccccc2)[nH]c(=O)[nH]1	105	96	101	100	105	98	113	102
O=Cc1cn(S(=O)(=O)c2ccccc2)c2ccccc12	101	82	102	91	92	94	89	88
CN(C)C1CC(c2cccs2)(C2CCCCC2)CCC1=O (configuration not stated)	102	102	105	101	96	90	96	103
COc1cc2oc(-c3ccc(NC(=O)c4ccc(C(F)(F)F)cc4)cc3)cc(=O)c2c(OC)c1OC	98	81	73	80	87	105	86	78
COc1cccc(C(=O)O)c1	105	.	93	98	93	98	108	112
CCC1(c2ccccc2)C(=O)Nc2ccc(F)cc21 (configuration not stated)	109	93	94	95	101	106	97	96
CSC1=Nc2c(c(C)c(-c3ccccc3)n2CCCCl)C2=NC(=O)CN12	-31*	13	51	19	52	47	65	51
O=C1Nc2ccc(Br)cc2/C1=N\c1nnc(-c2ccc(Cl)cc2)o1	-21*	11	37	17	36	52	75	62
c1ccc(CCc2cccc3ccccc23)nc1	94	123	116	131	.	126	79	102
O=[N+]([O-])c1ccc(N/N=C\c2ccc(O)cc2O)nc1	45	15	14	22	19	56	53	.
COc1cc2c(cc1OC)-c1ccc3cc4c(cc3c1N(CCN1CCCC1)C2)OCO4	56	1.6*	3.0*	-3.9*	-6.0*	-5.2*	-39*	-36*
COc1ccc(-c2nc3cc(C(=O)Nc4ccncc4)ccc3n2C2CCCCC2)cc1	99	75	88	79	92	132	110	94
O=C(Nc1nonc1-c1ccccc1)c1ccc(C(F)(F)F)cc1	83	86	69	70	51	101	85	74
O=C(O)c1ccc(NS(=O)(=O)Cc2ccc(Cl)c(Cl)c2)cc1	117	129	134	136	117	97	92	98
CC(=O)c1cccc(NS(=O)(=O)c2ccc(C)cc2)c1	-21*	37	74	27	84	77	84	87
CC(=O)/C=C\C1CC2C=CC1C2 (configuration not stated)	100	108	117	122	102	88	92	113
Cc1cccc(C)c1C(=N)c1ccccc1Cc1ccccc1	94	80	90	90	92	99	102	96
Cc1ccc(C(=O)c2ccc(CC(=O)N/N=C/c3ccc(O)cc3O)n2C)cc1	63	17	13	45	17	47	51	48
COc1ccc(C(N)=O)cc1	122	97	89	101	96	113	110	104
Oc1ccc(N=Cc2ccccc2O)cc1	110	84	90	.	79	93	100	.
CC(C)=NOC(=O)Nc1ccc(F)cc1	94	98	109	97	101	86	86	102
COc1cc(C(O)CCBr)c(OC)cc1C (configuration not stated)	104	97	90	91	94	104	76	96

Remaining list, next part.
SMILES	MDA-MB-435	SR	MOLT-4	K-562	CCRF-CEM	MDA-MB-468	MDA-MB-231	RPMI-8226
COc1ccc(NC2=C(Br)C(=O)C(C)=C(C)C2=O)cc1OC	102	71	-42*	-7.9*	-28*	-67*	33	71
Cc1ncccc1C(=O)Nc1ccc(-n2cnc3ccccc32)cc1	101	77	88	85	94	101	102	72
CCN(CC)c1ccc(C(NCC2CCCCO2)C(Cl)(Cl)Cl)cc1 (configuration not stated)	103	84	95	89	90	100	.	94
Cc1c(C(=O)/C=C/Nc2ccccc2C(=O)O)sc2nc3ccccc3n12	103	101	106	94	109	108	98	.
COc1ccc(N2CN(c3nc4ccc(NS(=O)(=O)c5ccc(OC)c(OC)c5)cc4s3)C(=O)c3cccnc32)cc1	111	.	.	.	.	99	97	95
COc1ccc(C2=C(C#N)C3(C(=O)Nc4ccccc43)c3c(-c4ccc(Cl)cc4)nn(-c4ccccc4)c3N2)cc1 (configuration not stated)	81	82	56	57	76	31	96	70
C[n+]1c2ccccc2nc2c(N)cc(N)cc21	126	38	35	36	59	-5.1*	87	80
CC(C)(C)c1ccc2c(c1)C(=O)N(Cc1ccc(S(N)(=O)=O)cc1)C2=O	.	80	91	104	95	76	103	86
COc1cccc(CNC(=O)C2CSC3(C)c4ccccc4C(=O)N23)c1 (configuration not stated)	98	81	86	83	95	93	106	96
O=C1CC(c2ccc(Cl)cc2)c2cnn(Cc3ccc4c(c3)OCO4)c2N1 (configuration not stated)	102	80	81	88	82	67	87	78
Cc1ccc(S(=O)c2ccc(C)cc2)cc1	101	107	110	125	96	113	119	99
CC1C(=O)c2cc3c(cc2CCN(C)Cc2c1ccc1c2OCO1)OCO3 (configuration not stated)	98	95	96	94	91	108	108	103
O=C(NC1CCCCC1)c1ccc2c(c1)nc(-c1ccccc1)n2C1CCCCC1	99	57	83	62	89	114	96	64
O=C(CCN1CCCC1)c1cccs1	106	.	.	.	89	51	107	.
CCOC(=O)c1cc(C(=O)c2ccc(O)c(O)c2)n2ccc(-c3ccn4c(C(=O)c5ccc(O)c(O)c5)cc(C(=O)OCC)c4c3)cc12	100	62	63	.	84	112	53	74
